Source: PubChem (National Center for Advancing Translational Sciences (NCATS))
mIDH1 inhibitor – inhibitors of human mutant IDH1 R132H; IDH1-R132H enzyme, NADPH consumption, diaphorase/resazurin fluorescence; actives 0.093% (n = 390,000); O75874; AID 602179; Potency, µM (titrated, usually from 76.6 µM), without a hit: at the highest dose activity change, negative = inhibition, actives largely listed as inhibitors; further: potency means the concentration at half of the fitted maximal effect; on the % scale 0 is the no-effect control and ±100 the full control effect; nearly all actives have a fitted effect of over 65% in size
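IDH1-R132H (0.5 ug/mL) preincubated 30 min with compound, then NADPH (0.016 mM) and alpha-KG (2 mM) added; 80 min at RT, pH 7.5. Remaining NADPH coupled via diaphorase/resazurin to fluorescence (540/590 nm); concentration-response curves normalized to no-enzyme control.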
GRP78 ERSR act – ER stress response induction in glioma. U87-MG GRP78 promoter luciferase reporter, 16 h. Potency, µM, for the others: at the top dose activation, actives largely listed as activators. actives 0.02% (n = 420,000). AID 602332; further: potency means the concentration at half of the fitted maximal effect; series mostly up to about 76 µM; % of control where 0% means no effect; nearly all actives have a fitted effect of over 35% in size
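Stably transfected U87-MG human glioma cells carrying a GRP78-based luminescent sensor were seeded at 1000 cells/well, pin-dosed with compounds and incubated 16 h. Luciferase reagent was then added, and end-point luminescence was read after 10 min at room temperature.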
TrxR1 substrate – rat thioredoxin reductase 1 substrate activity; Potency, µM (top dose mostly 114 µM), inactives show top-dose activity change, negative = substrate turnover; purified TrxR1 substrate turnover, NADPH consumption readout; actives 0.01% (n = 390,000); AID 588456; further: potency means the concentration at half of the fitted maximal effect; on the % scale 0 is the no-effect control and ±100 the full control effect; nearly all actives have a fitted effect of over 50% in size
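Rat TrxR1, dispensed at 90 nM, was prereduced with 400 uM NADPH (final) for 5 min at ~22 deg C, then incubated with compound 15 min before 400 uM selenite. A first-read NADPH fluorescence drop versus no-compound background flagged substrates.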
PI4K2A block – PI4K2A (human) kinase inhibition | Q9BTU6 | activity change, negative = inhibition, % at 76.9 µM | actives 0.13% (n = 420,000) | purified PI4K2A, ADP-Glo luminescence, 1 h; hits give low values; in the data active means activity change below about -50%; inconclusive means mostly about -30% to -49%;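 further: -100% = wells without enzyme as full effect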
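In this quantitative HTS, ADP production by PI4K2A was quantified luminescently after 1 h at ambient temperature; 100 microM adenosine served as plate-quality control.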
LDHA inh – inhibitors of human lactate dehydrogenase A. purified LDHA, NADH/diaphorase-resazurin fluorescence; hits give low values. activity change, % (values are at about 110 or 230 µM). actives 0.15% (n = 480,000). AID 1347041; in the data active means activity change below about -30%; inconclusive means mostly about -25% to -30%;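 further: plate controls were DMSO wells for no effect and wells without enzyme for full effect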
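Enzyme activity of human lactate dehydrogenase 5 (2 nM; 0.06 mM NADH, 0.2 mM pyruvate, 5 min, RT) is measured via a resazurin/diaphorase fluorescence readout of residual NADH.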
Vif-A3F inh – inhibitors of Vif-A3F interaction; HeLa A3F-eYFP + Vif (tagged APOBEC3F with the HIV-1 protein that degrades it), YFP fluorescence increase; actives 0.2% (n = 390,000); AID 602313; Potency, µM (series often up to 46.1 µM), for the others: at the top dose activity, negative = active; further: potency means the concentration at half of the fitted maximal effect; % of control where 0% means no effect; nearly all actives have a fitted effect of over 65% in size
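Fluorescence increase (Ex 488/Em 500-530) after overnight compound treatment at 37 deg C flags inhibition of Vif-driven A3F-eYFP loss in stable HeLa A3F-eYFP/Vif cells seeded overnight beforehand.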
USP1 inh – USP1/UAF1 (human) deubiquitinase inhibition; Potency, µM (top dose mostly 57.1 µM), for the others: at the highest dose activity change, negative = inhibition, actives largely listed as inhibitors; recombinant USP1/UAF1, Ub-Rhodamine cleavage fluorescence; actives 0.23% (n = 390,000); O94782; further: potency means the concentration at half of the fitted maximal effect; on the % scale 0 is the no-effect control and ±100 the full control effect; nearly all actives have a fitted effect of over 60% in size; inactives centre near -12
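USP1/UAF1 complex at 1 nM was preincubated with compound for 15 min at room temperature, then Ub-Rho substrate (150nM final) was added. Fluorescence (480/540 nm) was read kinetically, 6 reads every 60 seconds.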
RXFP1 agonist – RXFP1 (human) receptor agonism. HEK293T-RXFP1 cAMP TR-FRET, 30 min; response scale: percent of porcine relaxin response, buffer zero. Potency, µM (series often up to 57.5 µM), for the others: at the highest dose activation, actives largely listed as activators. AID 2676. Q9HBX9. actives 0.3% (n = 370,000); further: potency means the concentration at half of the fitted maximal effect; on the % scale 0 is the no-effect control and ±100 the full control effect; nearly all actives have a fitted effect of over 60% in size; many of its hits are not listed in these tables
Target sequence (Q9HBX9 whole entry, looked up): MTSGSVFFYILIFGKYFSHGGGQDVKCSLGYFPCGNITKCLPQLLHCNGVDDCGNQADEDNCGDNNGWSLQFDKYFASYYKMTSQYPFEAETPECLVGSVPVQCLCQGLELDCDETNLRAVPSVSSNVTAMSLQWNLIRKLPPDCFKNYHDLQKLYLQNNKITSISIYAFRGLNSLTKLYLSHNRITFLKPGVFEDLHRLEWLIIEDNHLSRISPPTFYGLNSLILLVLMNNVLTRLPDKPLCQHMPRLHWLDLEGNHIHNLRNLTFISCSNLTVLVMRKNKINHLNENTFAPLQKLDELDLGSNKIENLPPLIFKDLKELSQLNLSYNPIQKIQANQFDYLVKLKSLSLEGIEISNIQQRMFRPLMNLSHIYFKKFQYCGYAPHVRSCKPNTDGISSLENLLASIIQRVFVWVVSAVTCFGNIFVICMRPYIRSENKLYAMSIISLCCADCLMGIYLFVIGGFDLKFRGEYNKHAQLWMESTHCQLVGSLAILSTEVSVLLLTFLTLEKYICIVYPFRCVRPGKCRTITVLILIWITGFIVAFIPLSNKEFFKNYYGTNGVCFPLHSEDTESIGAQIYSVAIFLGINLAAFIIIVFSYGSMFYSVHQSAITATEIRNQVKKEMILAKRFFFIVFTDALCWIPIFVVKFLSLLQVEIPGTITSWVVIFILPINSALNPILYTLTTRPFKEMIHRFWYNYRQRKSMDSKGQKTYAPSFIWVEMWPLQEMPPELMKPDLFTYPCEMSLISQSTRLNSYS
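HEK293 cells stably expressing RXFP1, treated 30 min at 37C with compounds plus PDE4 inhibitor Ro 20174; cAMP measured by HTRF TR-FRET. Normalized to buffer and 29 nM porcine relaxin; EC50 by Hill fit.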
Vif-A3G inh – inhibitors of Vif-APOBEC3G interaction; Q9HC16; HeLa A3G-eYFP + Vif (tagged APOBEC3G with the HIV-1 protein that degrades it), YFP fluorescence, overnight; Potency, µM (doses to about 46.1 µM), without a hit: at the highest dose activity, negative = active, usual class: inhibitors; actives 0.076% (n = 410,000);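 further: potency means the concentration at half of the fitted maximal effect; on the % scale 0 is the no-effect control and ±100 the full control effect; nearly all actives have a fitted effect of over 60% in size; hits raise eYFP signal because A3G escapes Vif-driven loss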
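Read-out is eYFP fluorescence (Ex 488/Em 500-530) from Vif-expressing HeLa A3G-eYFP cells; more signal means A3G escaped Vif-mediated degradation. Cells plated overnight, compound pinned in, incubated overnight at 37 deg C.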
* = called active by the depositor; u = inconclusive; x = no result given; [ ] = another dose, or the depositor's remark. Unless noted, the call rests on the fitted dose curve; in most records, active means well fitted curve in the direction sought with a large enough effect; inconclusive means small, poorly fitted or top-dose-only effect, or another doubt; inactive means no such curve, though single readings can be large; an effect the other way counts as inactive or inconclusive. An excerpt; rates above refer to the full screens.

SMILES	mIDH1 inhibitor	GRP78 ERSR act	TrxR1 substrate	PI4K2A block	LDHA inh	Vif-A3F inh	USP1 inh	RXFP1 agonist	Vif-A3G inh
CCOc1ccc(S(=O)(=O)N2CCN(c3cccc(C(F)(F)F)c3)CC2)cc1OCC	11%	-3%	-9%	-4	-6	-3%	u	-2.8%	-2%
N/C(=N\OC(=O)c1cc(-c2ccccc2)nc2ccccc12)c1cccnc1	4%	-1%	-3%	1	-7	-23%	1%	0.5%	1%
O=C(NC1CCCCCC1)C(=S)NCCc1ccccc1	3%	4%	-4%	1	-2	15%	-10%	-1.0%	1%
Cc1ccc(-n2c(SCC(=O)N3CCOCC3)nnc2-c2cccnc2)cc1	0%	4%	4%	-2	-1	-6%	-10%	0.9%	2%
CC(=O)Nc1ccc(C(=O)N/N=C/C2CC3C=CC2C3)cc1 (configuration not stated)	10%	-4%	2%	2	-1	1%	-13%	0.4%	0%
COc1ccc(CNc2nc(-c3ccco3)nn2S(=O)(=O)c2ccc3ccccc3c2)cc1OC	0%	-1%	-3%	-1	1	-21%	-14%	-1.8%	0%
COC(=O)C1ON2OC(C(=O)OC)C(C(=O)OC)C2C1CC(C)=O (configuration not stated)	10%	-5%	17%	-13	1	-15%	1%	0.6%	-1%
CCCCn1c(N)nc2ccccc21	0%	-4%	11%	-3	-5	2%	-12%	-2.3%	0%
Cc1ccc(N(CC(=O)NCC(O)c2ccccc2)S(=O)(=O)c2ccc(C)cc2)cc1 (configuration not stated)	-8%	-5%	4%[57.1 µM]	-3	-4	-12%	2%	-1.5%	-5%
COc1cc(-c2nnc(SCC(=O)NC(C)C)o2)cc(OC)c1OC	-15%	1%	2%	-9	2	2%	2%	3.5%	0%
COC(=O)c1cccnc1-n1c(=O)c2cccnc2n(Cc2ccc([N+](=O)[O-])cc2)c1=O	-7%	-3%	-6%	-7	-6	12%	2%	-0.7%	0%
COc1cc(S(=O)(=O)NCc2ccccc2Cl)ccc1-n1cnnn1	2%	0%	6%[57.1 µM]	-6	-1	-2%	-9%	3.0%	-3%
C=CCn1c(SCC(=O)Nc2ccc3c(c2)OCO3)nc2ccccc2c1=O	3%	0%	8%	-2	1	0%	-7%	0.7%	0%
COc1ccc(N2C(=O)CN(Cc3cc(OC)c(OC)c(OC)c3)C2=S)cc1	3%	0%	-2%[57.1 µM]	12	0	-11%	-16%	0.7%	-2%
O=C(NNS(=O)(=O)c1ccc(F)cc1)c1ccccc1	7%	-7%	18%[57.1 µM]	-8	1	-24%	-6%	-2.1%	-2%
CN(c1ccccc1)S(=O)(=O)c1ccc(C(=O)NNC(=O)c2ccccc2F)cc1	13%	-1%	-4%	7	1	-1%	-22%	1.1%	u
CCOc1ccc(/C=N/NC(=O)c2ccc(F)cc2)cc1CN1CC2CC(C1)c1cccc(=O)n1C2 (configuration not stated)	-5%	-2%	3%	-2	-7	-6%	-12%	0.4%	-3%
CCOC(=O)[C@H]1[C@H]2COc3ccc(Br)cc3[C@H]2N2C(=O)CNC(=O)[C@@]12C	-3%	-1%	-3%[57.1 µM]	3	-1	0%	-28%	1.5%	-1%
O=C(c1c(F)cccc1F)N1CCC(n2nnc3cc(C(F)(F)F)ccc32)CC1	5%	-1%	-14%[57.1 µM]	9	0	-10%	-10%	3.2%	2%
N/C(COc1ccc(Cl)cc1Cl)=N\NS(=O)(=O)c1ccccc1	-4%	-2%	12%[57.1 µM]	-1	-4	-2%	-5%	0.1%	0%
COc1ccc(NC(=O)CCc2nnc3ccc(NCc4ccc5c(c4)OCO5)nn23)cc1	-6%	-6%	3%	-7	-7	7%	-24%	-0.4%	-7%
COc1ccc(C(CC(=O)O)NC(=O)c2cc3ccccc3oc2=O)cc1OC (configuration not stated)	-2%	-2%	59%[11.4 µM]	-2	4	-7%	-28%	4.2%	1%
COc1ccccc1N1CCN(C(=O)CCC(=O)Nc2nnc(C(C)C)s2)CC1	-1%	-8%	4%	12	-3	3%	-17%	-1.0%	2%
O=C(c1ccc(-n2cncn2)c([N+](=O)[O-])c1)N1CCN(S(=O)(=O)c2c(F)cccc2F)CC1	1%	3%	-10%	-7	1	7%	-18%	-0.6%	0%
Cc1nc2c(C#N)cnn2c2c1CCN(Cc1ccccc1)N2C	16%	-3%	7%[57.1 µM]	-3	-2	-6%	-5%	1.1%	-3%

Some of these compounds in order of length of the SMILES, low to high:
SMILES	mIDH1 inhibitor	GRP78 ERSR act	TrxR1 substrate	PI4K2A block	LDHA inh	Vif-A3F inh	USP1 inh	RXFP1 agonist	Vif-A3G inh
O=C(NNS(=O)(=O)c1ccc(F)cc1)c1ccccc1	7%	-7%	18%[57.1 µM]	-8	1	-24%	-6%	-2.1%	-2%
N/C(COc1ccc(Cl)cc1Cl)=N\NS(=O)(=O)c1ccccc1	-4%	-2%	12%[57.1 µM]	-1	-4	-2%	-5%	0.1%	0%
COc1ccc(N2C(=O)CN(Cc3cc(OC)c(OC)c(OC)c3)C2=S)cc1	3%	0%	-2%[57.1 µM]	12	0	-11%	-16%	0.7%	-2%

Back to the main list with the 5 entries that preceded the break.
SMILES	mIDH1 inhibitor	GRP78 ERSR act	TrxR1 substrate	PI4K2A block	LDHA inh	Vif-A3F inh	USP1 inh	RXFP1 agonist	Vif-A3G inh
COc1ccc(NC(=O)CCc2nnc3ccc(NCc4ccc5c(c4)OCO5)nn23)cc1	-6%	-6%	3%	-7	-7	7%	-24%	-0.4%	-7%
COc1ccc(C(CC(=O)O)NC(=O)c2cc3ccccc3oc2=O)cc1OC (configuration not stated)	-2%	-2%	59%[11.4 µM]	-2	4	-7%	-28%	4.2%	1%
COc1ccccc1N1CCN(C(=O)CCC(=O)Nc2nnc(C(C)C)s2)CC1	-1%	-8%	4%	12	-3	3%	-17%	-1.0%	2%
O=C(c1ccc(-n2cncn2)c([N+](=O)[O-])c1)N1CCN(S(=O)(=O)c2c(F)cccc2F)CC1	1%	3%	-10%	-7	1	7%	-18%	-0.6%	0%
Cc1nc2c(C#N)cnn2c2c1CCN(Cc1ccccc1)N2C	16%	-3%	7%[57.1 µM]	-3	-2	-6%	-5%	1.1%	-3%
CC1(C(=O)NS(=O)(=O)c2ccc(Cl)cc2)CCN1C(=O)Cc1ccsc1 (configuration not stated)	x	-2%	x	-4	-4	x	x	x	-2%
Cc1cc(C(=O)c2cnc(/N=C/N(C)C)s2)cc(C)c1O	2%	2%	-11%	2	2	-6%	-13%	2.3%	2%
CSc1nc(-c2ccccc2)nn1C(=O)c1ccccc1	-3%	-2%	-1%	7	-4	6%	-22%	-3.4%	2%
CC(=O)NCCNc1nc2cc(-c3cscc3C)sc2c(=O)n1C	x	0%	x	-1	0	x	x	x	-13%
CCC(C)C(=O)Nn1c(C2CC2)nc2cc(OC)c(OC)cc2c1=O (configuration not stated)	-1%	-3%	7%[57.1 µM]	1	-7	-4%	-10%	1.4%	0%
Cc1c(NC(=O)c2nn3c(c2Br)NC(c2ccccc2)CC3C(F)(F)F)c(=O)n(-c2ccccc2)n1C (configuration not stated)	3%	-2%	-10%	7	-3	2%	-15%	-0.9%	1%
CCOc1ccc(CN2CCC(=O)NC2=O)cc1	-2%	-3%	-1%	6	-5	-5%	-25%	0.3%	4%
C[C@H](CO)N1C[C@H](C)[C@@H](CN(C)S(=O)(=O)c2cccs2)Oc2c(NS(=O)(=O)c3cn(C)cn3)cccc2C1=O	15%	-2%	4%	3	0	3%	-30%	x	-1%
COc1ccc(NS(=O)(=O)c2ccc(N/N=C(\C)c3ccncc3)c([N+](=O)[O-])c2)cc1	0%	-5%	-21%	-5	2	3%	-10%	0.6%	1%
COc1cc(S(=O)(=O)n2cnc(C)c2)ccc1Cl	3%	-2%	8%[57.1 µM]	-11	0	-8%	-2%	-1.9%	0%
COc1ccc(S(=O)(=O)NC(=O)C2(C)CCN2C(=O)CC2CC2)cc1 (configuration not stated)	x	-2%	x	0	-4	x	x	x	1%
COc1ccccc1/C=C/C=NC1C(=O)N(c2ccccc2)[N+](C)=C1C (configuration not stated)	5%	0%	-4%	8	0	u	-27%	-0.2%	-3%
Cc1ccc(NC(=O)/C=C/c2ccco2)cc1F	16%	1%	-2%[57.1 µM]	0	2	-25%	-12%	-1.0%	-25%
NC(=S)N/N=C/c1cccc(Br)c1	2%	-2%	-10%	4	-1	-20%	-9%	-2.0%	-13%
COC(=O)c1sccc1NC(=S)Nc1ccc(F)cc1	12%	-1%	-3%	-6	-6	-11%	-17%	3.0%	1%
O=C(COc1cc(Cl)c(Cl)cc1Cl)NC(=O)Nc1ccc2c(c1)OCCO2	0%	2%	2%	-4	-5	10%	-17%	0.2%	-5%
Cc1cccc(N(C(=O)c2snc(C(N)=O)c2N)C(C(=O)NC2CCCC2)c2ccc(C)o2)c1 (configuration not stated)	u	-5%	14%	-4	-1	-9%	-20%	4.1%	-11%
Cn1c(SCC(=O)Nc2nc3ccccc3s2)ncc(C(=O)Nc2ccc(Cl)cc2)c1=O	47%[activator]	-4%	1%[57.1 µM]	-1	-2	11%	-22%	3.5%	-3%
